iPSC survival up = increases survival of single human iPS cells; hiPSC single-cell survival, ATPlite luminescence; 100% = ROCK inhibitor wells, 0% = DMSO; survival enhancement, % at 20 µM; actives 0.044% (n = 360,000); in the data active means survival enhancement above about 18%;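 further: cells exposed to compounds for 16 hours before the ATP read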
HTR2A ag = activates the mouse 5-HT2A serotonin receptor; CHO-K1 mHTR2A beta-arrestin complementation, luminescence; percent of 30 µM serotonin response; activation, % at 7.6 µM; AID 624169; actives 0.66% (n = 360,000);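 active means activation above a run cutoff, the mean activation of all tested compounds plus 3 SD, cut at about 14% in these data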;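 further: 0% = plate median of compound wells and 100% = 30 µM serotonin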
Cardio protect = modulators protecting cardiomyocytes from myocardial damage. H9c2 cardiomyocytes, H2O2 injury protection, ATPLite, 2 h. protection from H2O2 cell death, % at 20 µM. actives 0.63% (n = 360,000);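 active means compounds giving at least 50% protection of heart cells from peroxide-induced death in the single-dose screen, raw or plate-pattern-corrected value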;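 further: 0% = DMSO wells with peroxide and 100% = DMSO wells without peroxide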
MITF TRPM1 inh = reduces MITF-dependent TRPM1 promoter luciferase signal | SK-MEL-5 TRPM1 promoter luciferase, 24 h | inhibition, % at 12.5 µM | actives 0.83% (n = 330,000);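 active means mean inhibition across replicates of 60% or more, whatever share of single replicates reaches that level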; further: values of inactives mirror those of a sister screen read the other way
Shn3 3UTR inh = reduces Shn3 3'UTR luciferase signal in osteoblasts; inhibition, % at 12.5 µM; actives 0.52% (n = 360,000); Clone20 osteoblast Shn3 3'UTR firefly luciferase, 24 h;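 active means mean inhibition of at least 75% with every replicate also reaching 75%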;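 further: 0% = median of neutral control wells and 100% = pilot-screen positive control compound; some compounds past the cut are filed as inactive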
PDI inh = PDI (human) enzyme inhibition; P07237; AID 588391; actives 0.052% (n = 350,000); inhibition, % at 10 µM; PDI insulin aggregation turbidity, A650, 90 min;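 active means mean inhibition across replicates of 30% or more, whatever share of single replicates reach that level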;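 further: absorbance from insulin aggregation driven by PDI reduction with DTT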
Target sequence (P07237 whole entry, looked up): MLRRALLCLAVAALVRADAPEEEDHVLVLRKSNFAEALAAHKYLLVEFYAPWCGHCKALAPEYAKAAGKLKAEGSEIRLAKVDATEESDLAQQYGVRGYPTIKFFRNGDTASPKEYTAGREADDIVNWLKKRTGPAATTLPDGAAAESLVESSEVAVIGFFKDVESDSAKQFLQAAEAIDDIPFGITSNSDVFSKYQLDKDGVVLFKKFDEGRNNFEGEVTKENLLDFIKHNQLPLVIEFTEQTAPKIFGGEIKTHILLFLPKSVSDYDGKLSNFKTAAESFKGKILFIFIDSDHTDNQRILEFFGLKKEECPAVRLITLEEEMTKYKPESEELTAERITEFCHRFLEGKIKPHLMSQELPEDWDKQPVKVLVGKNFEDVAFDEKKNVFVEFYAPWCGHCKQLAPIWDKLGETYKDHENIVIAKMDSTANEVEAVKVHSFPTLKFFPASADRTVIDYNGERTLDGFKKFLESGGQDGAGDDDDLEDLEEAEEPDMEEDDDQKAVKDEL
Peg3 prom inh = Peg3 promoter activity inhibition. HeLa PEG-Prom luciferase reporter, luminescence, overnight. inhibition, % at 20 µM. actives 1.7% (n = 360,000);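 active means inhibition of at least 50% at 20 µM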
CaV13 FRET inh = Disruptors of the CACNA1D IQ motif to Ca2+-dependent inactivation inhibitor domain association, primary screening, Förster resonance energy transfer in intact living …; HEK cells, CFP/YFP FRET ICDI-IQ, plate reader, 10 min; percent FRET-ratio fall versus neutral wells; inhibition, % at 12.3 µM; actives 0.098% (n = 340,000); AID 743397;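 active means mean replicate inhibition of at least 30% and at least 1% of replicates passing that level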;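 further: 0% = median of the neutral control wells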
NR2E3 ag-1 = activates human photoreceptor nuclear receptor NR2E3 | inhibition of corepressor binding, % at 4.78 µM | actives 0.12% (n = 320,000) | AID 2300 | Q9Y5X4 | GST-NR2E3/biotin-RetCOR TR-FRET, 1536-well;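 active means percent inhibition above the cutoff of mean plus 3 SD of all tested compounds, set per screening campaign, cut at about 20% in these data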;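 further: 0% = DMSO wells and 100% = biotin wells as full block of FRET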
Target sequence (Q9Y5X4 whole entry, looked up): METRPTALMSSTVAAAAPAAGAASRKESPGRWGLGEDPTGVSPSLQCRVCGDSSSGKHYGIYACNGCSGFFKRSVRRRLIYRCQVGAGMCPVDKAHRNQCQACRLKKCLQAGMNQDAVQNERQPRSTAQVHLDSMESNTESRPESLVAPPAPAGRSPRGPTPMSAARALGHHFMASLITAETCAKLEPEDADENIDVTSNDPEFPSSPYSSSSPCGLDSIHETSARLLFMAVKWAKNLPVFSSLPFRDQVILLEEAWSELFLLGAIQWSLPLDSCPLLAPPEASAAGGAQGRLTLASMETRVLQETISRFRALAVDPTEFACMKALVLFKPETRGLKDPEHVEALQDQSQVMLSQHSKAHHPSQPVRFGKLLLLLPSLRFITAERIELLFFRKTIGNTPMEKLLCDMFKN
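System: GST-tagged NR2E3 plus biotinylated RetCOR corepressor; Buffer or medium: pH 7.5 Tris-based buffer; Probe or stimulus: RetCOR corepressor, biotinylated, 7 nM; Doses: compound at 4.8 µM, single dose; Schedule: 5 h incubation at 4 °C; Technique: time-resolved FRET; Evaluation: percent inhibition of TR-FRET ratio; Replication: one well per compound, singlicate testing.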
HIF-2a block = blocks HIF-2a reporter activity; 786-0 RCC cells HIF-2a reporter, luciferase luminescence, overnight; inhibition, % at 18.8 µM; actives 0.72% (n = 360,000);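 active means inhibition of the luminescence signal of 40% or more relative to plate controls, in a single-dose primary screen at 18.75 µM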
NR2E3 ag-2 = agonists of human NR2E3 nuclear receptor; AID 602229; inhibition of corepressor binding, % at 3.98 µM; actives 0.35% (n = 360,000); Q9Y5X4; CHO-S Gal4-NCOR/VP16-NR2E3 two-hybrid, luciferase;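 active means inhibition above the mean of all tested compounds plus 3 SD, cut at about 70% in these data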;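 further: 0% = DMSO with NR2E3 transfected cells and 100% = cells lacking NR2E3 construct; higher means lower luciferase signal from less NR2E3 corepressor binding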
* marks the source's active call; other numbers are inactive results; nt = no result given.

SMILES	iPSC survival up	HTR2A ag	Cardio protect	MITF TRPM1 inh	Shn3 3UTR inh	PDI inh	Peg3 prom inh	CaV13 FRET inh	NR2E3 ag-1	HIF-2a block	NR2E3 ag-2
NC(=O)NC(=O)COC(=O)c1cccc(NS(=O)(=O)/C=C/c2ccccc2)c1	0.7	-6	-10	-3	-13	-6	-2	-3	-1	11	-4
CNC(=O)CSc1nnc(COc2ccc(Cl)cc2)n1CCOC	2.1	1	3	5	1	0	-3	-3	2	29	5
CCC(C)NC(=O)c1ccc(NC(=O)C2CCCO2)cc1 (configuration not stated)	7.8	0	-2	5	0	-10	-147	-5	1	7	-19
Cc1cc(NC(=O)C(C)SCC(=O)Nc2ccc(C(=O)OC(C)C)cc2)no1 (configuration not stated)	0.7	3	1	nt	22	-3	19	-4	nt	8	-3
Cc1nc(C)c(Oc2ccc(Cl)cc2Cl)c(=O)[nH]1	-0.3	3	3	-6	-4	4	-6	-16	1	10	-13
CCn1c(O)c(/C=N/N=C/c2ccc(OC)cc2)c2cc(C3=NNC(=O)CC3)ccc21	-0.7	3	-1	-17	-10	1	10	-16	-3	8	-21
CN1CCN(S(=O)(=O)c2cccc3nsnc23)CC1	-0.4	-3	2	-16	6	-2	-14	-2	3	9	-15
COCCNC(=O)NC12CC3(C)CC(C)(CC(C)(C3)C1)C2	-1.5	3	5	10	-10	-2	6	-14	0	5	11
c1ccc(COc2cccc(CN3CCN(c4ccccn4)CC3)c2)cc1	0.2	36*	-15	9	-21	0	7	-8	2	-25	-3
Cc1cc(NC(=O)COC(=O)CCNS(=O)(=O)c2c(Cl)cccc2Cl)no1	-0.3	5	1	-1	5	-4	20	-5	3	8	26
CC1=C(C(=O)OCc2ccccc2)C(c2cccc(Cl)c2Cl)NC(=O)N1CCCCCC(=O)O (configuration not stated)	2.8	2	-3	-7	-24	2	-6	-11	1	14	2
Cc1ccc(S(=O)(=O)N2Cc3ccccc3CC2C(=O)Nc2ccc3c(c2)OCO3)cc1 (configuration not stated)	-2.6	-4	12	-32	-36	1	-141	nt	-1	-177	-100
C[C@H](CO)N1C[C@H](C)[C@@H](CN(C)S(=O)(=O)c2cccs2)Oc2c(NC(=O)C3CC3)cccc2C1=O	-1.2	4	-1	15	5	0	-1	-10	nt	8	-21
CCOC(=O)c1c(C)nc(C)c(C(=O)OCC)c1-c1cccc(N)c1	-0.8	-1	-1	4	22	-1	11	8	-2	4	-22
Cc1occc1C(=O)Nc1ccc(OCc2ccccc2)cc1	0.5	-6	-6	-82	-98	4	-214	4	3	-304	-58
CC(=O)Nc1ccc(OS(=O)(=O)c2c(C)cc(C)cc2C)cc1	0.4	0	-1	-9	13	-8	31	-7	-1	50*	-6
Cc1ccc[n+](-c2nc3ccccc3nc2[N-]S(=O)(=O)c2ccccc2)c1	-0.6	-4	-5	-4	-9	1	11	-5	5	11	-2
Cc1cc(NC(=O)c2ccc3c(c2)OCCO3)ccc1NC(=O)c1cc2ccccc2o1	-0.3	1	30	-38	13	2	-84	-8	4	-163	-57
CC(C)Cc1ccccc1S(N)(=O)=O	2.1	-4	3	7	-21	-1	-13	-6	-1	13	-30
CCCCCCCCCn1c2c(c(=N)c3c1CCC3)CCC2	-1.2	-6	-20	78*	65	-5	66*	nt	1	21	101*
O=C(COC(=O)c1ccc(F)c(S(=O)(=O)N2CCOCC2)c1)NCc1ccc(Cl)cc1	0.2	3	-8	10	-6	-6	6	-6	nt	4	-6
CCCCn1c(N)c(N(CC(C)C)C(=O)c2ccc(-c3ccc(C(C)=O)cc3)o2)c(=O)[nH]c1=O	-0.1	-6	0	-7	4	-6	-25	-16	-1	-34	-20
Oc1ccccc1C1=NCCNC(C(F)(F)C(F)F)=C1	-1.7	-7	-2	0	-3	14	11	-5	1	8	16
N/C(CC(=O)Nc1cc(C(F)(F)F)ccc1Cl)=N\O	1.3	4	10	7	-12	3	-7	-19	2	15	-43
Cn1c(NCc2cccnc2)nc2cc(-c3cccc(C(F)(F)F)c3)sc2c1=O	2.5	6	-7	nt	-6	8	-19	-5	nt	-59	11
Cc1ccc(C)c(OCC(=O)Nc2ccccc2C(=O)NC2CC2)c1	0.8	0	0	-9	-3	-10	6	-9	nt	10	10
CN(C)S(=O)(=O)c1ccc(NC(=O)CN2CCCC2c2ccc3c(c2)OCCCO3)cc1 (configuration not stated)	-0.4	-2	-1	-4	25	-3	-2	-5	0	-1	29
Cc1ccccc1NC(=O)CSc1nnc(CNC(=O)c2ccc3c(c2)OCO3)n1C	-0.3	5	-2	-7	4	-9	-16	-5	3	2	-1
S=C(NCCCN1CCOCC1)N1CCOCC1	0.0	-1	-4	11	-1	3	4	-18	4	18	-16
COc1ccc(S(=O)(=O)N2CCCCCC2)cc1C(=O)NCCOc1ccc(C)cc1	-0.3	-1	-2	-2	23	10	22	-7	-2	16	-12
CCc1nc2ccc(C(=O)N(C)CCN(C)C)cn2c1N(CC)CCOC	-3.0	5	4	nt	-18	13	-9	-5	nt	3	-25
CCCNC(=O)c1cccc(COCC(F)(F)C(F)F)c1	-1.2	-9	-1	-4	-2	-7	5	-9	0	11	-12
CC(C)CC(=O)Nc1nnc(SCC(=O)Nc2nccs2)s1	-0.5	7	-3	0	-15	-4	5	-3	2	17	-12
CN1C(=O)NC(c2cccc(F)c2)C2=C1CC(C)(C)CC2=O (configuration not stated)	-0.6	-3	0	1	-5	2	17	-5	2	17	4
CC1Oc2ccccc2N(CC(=O)N2CCCc3ccccc32)C1=O (configuration not stated)	2.5	0	0	10	-9	-1	-1	-7	2	10	11
CCN(c1ccccc1)S(=O)(=O)c1ccc(C(=O)NNC(=O)c2ccccc2F)cc1	-0.5	-3	-1	12	-11	-1	-1	-14	2	-15	11
CC(=NNC(=S)N1CCCCC1)c1cccc(C)n1	-0.3	-4	-5	44	76	9	-27	-6	nt	-110	39
COc1ccc2c(CC(=O)Nc3ccc(N4CCOCC4)cc3)coc2c1	3.1	2	0	0	-5	1	-9	-4	-1	-10	-20
COc1ccc(NC2CC(=O)N(C(C)C)C2=O)cc1 (configuration not stated)	4.6	-1	7	-63	-64	1	-297	-6	1	-242	-43
CS(=O)(=O)NCCCNc1ccc(Cl)cc1[N+](=O)[O-]	-0.4	-3	-1	-13	-7	0	-6	-4	-1	-22	1

Fetched by structure from the entries so far, 2 records:
SMILES	iPSC survival up	HTR2A ag	Cardio protect	MITF TRPM1 inh	Shn3 3UTR inh	PDI inh	Peg3 prom inh	CaV13 FRET inh	NR2E3 ag-1	HIF-2a block	NR2E3 ag-2
COc1ccc2c(CC(=O)Nc3ccc(N4CCOCC4)cc3)coc2c1	3.1	2	0	0	-5	1	-9	-4	-1	-10	-20
COc1ccc(NC2CC(=O)N(C(C)C)C2=O)cc1 (configuration not stated)	4.6	-1	7	-63	-64	1	-297	-6	1	-242	-43

Next part
SMILES	iPSC survival up	HTR2A ag	Cardio protect	MITF TRPM1 inh	Shn3 3UTR inh	PDI inh	Peg3 prom inh	CaV13 FRET inh	NR2E3 ag-1	HIF-2a block	NR2E3 ag-2
CN(C)n1cccc1/C=C(\C#N)S(=O)(=O)c1ccc(Cl)cc1	-0.9	-2	-7	-15	11	-7	1	-3	10	22	-32
CCc1nnc(NC(=O)CSc2nnc(-c3ccc(OC)cc3)n2C)s1	1.6	-3	13	10	2	2	5	-5	2	14	-10
O=C(COc1ccc(CNC[C@H]2O[C@@H](n3ccc(=O)[nH]c3=O)[C@H](O)[C@@H]2O)cc1)Nc1ccccn1	9.4	-2	3	nt	-18	nt	-64	-5	nt	-76	1
CC1(C)CC(=O)C2=C(C1)N(CC1CCCO1)C(=O)NC2(C(F)(F)F)C(F)(F)F (configuration not stated)	-0.3	3	15	-1	-5	-1	8	-7	2	6	-26
CC(O)[C@H]1CNCCN1CCc1cccc(F)c1 (some centres not stated)	-0.2	1	1	2	-14	0	-23	-10	-1	4	-9
CCOc1ccccc1NC(=O)Cc1cccs1	0.0	0	10	12	-16	7	10	-2	5	14	-10
Cc1ccccc1C(=O)N1CCN(S(=O)(=O)c2ccccc2)CC1	-0.4	4	3	-1	-7	-1	25	-7	4	22	-2
CCCc1cc(=O)oc2cc(OCC(=O)N3CCN(C(=O)C4COc5ccccc5O4)CC3)ccc12 (configuration not stated)	0.9	-1	43	1	11	9	33	-5	1	3	-16
CC(C)[C@H](NC(=O)c1ccccc1)C(=O)OCC(=O)Nc1sccc1C(N)=O	2.5	-3	-8	1	17	-2	17	-10	nt	18	19
Cc1sc2nc(C3CC3)nc(N3CCN(C(=O)c4ccccc4F)CC3)c2c1C	0.6	-1	2	19	2	2	22	-7	1	23	-22
Cc1ccsc1CN(C(=O)c1ccc([N+](=O)[O-])cc1)C1CCS(=O)(=O)C1 (configuration not stated)	-0.4	6	0	0	-5	2	3	-6	1	5	-24
O=C(NCCc1ccccc1F)C1CCCN1S(=O)(=O)c1ccccc1 (configuration not stated)	-1.6	-5	4	14	-12	6	2	-10	1	12	-15
CCCCCCCCNC(=O)c1cccnc1SCC(=O)Nc1ccc(OC)cc1OC	1.5	3	-9	8	9	4	21	-10	2	12	-19
Cc1ccc(C(=O)CN(C(=O)c2ccc(Cl)c(Cl)c2)N2C(=O)C3C4C=CC(C4)C3C2=O)cc1 (configuration not stated)	0.2	1	-3	4	-14	2	-12	-7	-2	1	-14
CCCCCc1n[nH]c2c1CCCC2	0.7	1	-1	-11	-2	-1	-5	-4	2	-11	-20
O=S(=O)(Cc1ccccc1)CS(=O)(=O)Cc1ccccc1	-1.7	3	-3	9	-16	10	-9	-10	nt	4	13
COCCS(=O)(=O)N(Cc1ccc(Br)cc1)[C@@H](C)C(=O)OC	-3.2	9	1	12	-12	-2	-13	-6	nt	-32	-16
Cc1ccc(OCCC(=O)Nc2ccc(S(=O)(=O)Nc3cc(C)nc(C)n3)cc2)cc1	0.2	4	0	2	7	-1	-1	-6	5	2	-25
O=C(O)CCCC(=O)NNc1nc(-c2ccccc2)c2cc(Cl)ccc2n1	0.4	-4	-3	5	8	0	2	-20	0	17	-18
CCOC(=O)COc1ccc(Br)cc1/C=C/c1[nH]c(=O)[nH]c(=O)c1[N+](=O)[O-]	0.5	-4	7	-3	2	6	-5	1	5	17	4
CCOc1ccc2[nH]c(=O)c(CN(Cc3ccco3)C(=O)c3cccc(F)c3)cc2c1	-1.6	2	4	16	13	-3	25	nt	1	8	4
C[C@H]1CN(c2ccccc2)C(=O)[C@@H]1CC(=O)Nc1ccccc1	-0.5	-7	-8	nt	-8	4	-17	-5	nt	-16	-20
CN1CCN(S(=O)(=O)c2ccc3c(c2)CC(=O)N3C)CC1	0.0	3	6	-2	2	1	-8	-2	0	13	-10
O=C(Oc1ccccc1N1C(=O)C2CC=CCC2C1=O)c1ccc(Br)cc1 (configuration not stated)	-0.3	-1	4	11	-14	4	-28	-5	-2	-33	-7

Screening results deposited in PubChem BioAssay by several laboratories.
